HepG2 viability: HepG2 cytotoxicity, counter-screen for TGF-b inhibitors | HepG2 CAGA-GFP viability, ATP luminescence, 18 h | Potency, µM (top dose mostly 46.1 µM), without a hit: top-dose activity change, negative = cytotoxicity, most hits filed as cytotoxic | actives 0.76% (n = 410,000); further: potency means the concentration at half of the fitted maximal effect; some results filed as inactive show a strong effect at the top dose
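CellTiter-Glo luminescence gave cytotoxicity after 18 hours at 37 degrees C. The cells were HepG2 CAGA-GFP in 1% FBS DMEM, stimulated with 500 pg/mL TGF-beta after compound addition. %Activity was normalised to no-cell wells (complete cell-killing) and DMSO (no toxicity), and curves were fitted and classified.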
Mm-Cpn inhibitor: blocks the Methanococcus maripaludis chaperonin Mm-Cpn. purified Mm-Cpn ATPase, ADP Transcreener TR-FRET. Potency, µM (titrated, usually from 76.9 µM), for the others: top-dose activity, negative = inhibition, actives largely listed as inhibitors. actives 0.031% (n = 330,000); further: potency means the concentration at half of the fitted maximal effect; on the % scale 0 is the no-effect control and ±100 the full control effect; nearly all actives have a fitted effect of over 80% in size
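ATP (10 uM final) was added to archaeal chaperonin (25 nM final) after 10 min exposure to test compound at 37°C; after 30 min further incubation, ADP was detected by competitive TR-FRET.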
A549 tox: kills or reduces viability of A549 cells in Nrf2 counter-screen. A549 ARE-Fluc cells, CellTiter-Fluor viability, 18-24 h. Potency, µM (top dose mostly 46 µM), inactives show at the top dose activity change, negative = cytotoxicity, hits mostly inhibitors. actives 0.16% (n = 390,000); further: potency means the concentration at half of the fitted maximal effect; on the % scale 0 is the no-effect control and ±100 the full control effect
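Cytotoxicity counterscreen: CellTiter-Fluor fluorescence was measured in A549 ARE_Fluc cells after 18-24 h of compound exposure in a concentration series. The subsequent BugLite luminescent read reports ARE-luciferase activity.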
TGFb SMAD3 inh: blocks TGF-b signaling | HepG2 CAGA-GFP TGF-b/SMAD3 reporter, GFP fluorescence, 18 h; TGF-beta stimulated, 500 pg/mL final | Potency, µM (top dose mostly 46.1 µM), for inactives: at the highest dose activity, negative = inhibition, usual class: inhibitors | actives 1.2% (n = 410,000) | AID 588855; further: potency means the concentration at half of the fitted maximal effect; on the % scale 0 is the no-effect control and ±100 the full control effect; nearly all actives have a fitted effect of over 65% in size
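Using HEPG2 CAGA-GFP reporter cells at 1000 cells/well, we pinned test compounds, stimulated with recombinant TGF-beta (500 pg/mL final) and measured total well GFP after 18 h.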
CCT chaperon mod: changes cytosolic chaperonin activity | purified chaperonin ATPase assay, HTRF ADP detection, 30 min | activity change, % (no concentration beside the values), hits read low | actives 0.3% (n = 360,000) | AID 651819; in the data active means activity change below about -30%; further: on the % scale 0 is the no-effect control and ±100 the full control effect
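We incubate TRiC, 40 or 20 nM final, with library compounds at 76 uM and 10 uM ATP for 30 min at 37 °C. ADP formed is detected with Transcreener HTRF reagents after 30 min at room temperature.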
pAkt inh: Akt phosphorylation inhibition | Neuro2A IGF-stimulated pAkt S473 HTRF, 20 min; hits give low values | activity change, % for hits at 50 µM | AID 651550 | actives 0.32% (n = 360,000); in the data active means activity change below about -80%; inconclusive means mostly about -51% to -80%; further: on the % scale 0 is the no-effect control and ±100 the full control effect
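Single-point screen (50 µM final compound) in Neuro2A cells stimulated 20 min with 6 nM IGF at 37 deg C. After lysis, Ser473-phosphorylated Akt read by HTRF (ex 330 nm, em 615/665 nm) as the 665/615 ratio.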
Nrf2 ARE act: Nrf2 pathway activation. AREc32 ARE-luciferase reporter (MCF7-derived line), luminescence, 24 h. Potency, µM (titrated, usually from 46.1 µM), for inactives: at the top dose activation, hits mostly activators. actives 0.31% (n = 410,000); further: potency means the concentration at half of the fitted maximal effect; % of control where 0% means no effect; nearly all actives have a fitted effect of over 65% in size
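Luminescent ARE reporter assay in AREc32_Fluc cells: overnight plating at 37 deg C, 24 hr compound incubation, Steady-Glo added, 30 min RT before reading.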
S2 tox: cell viability loss in ATXN counter-screen; S2 cells (HEK-293 line with an ATXN2-luciferase reporter) viability, CellTiter-Fluor protease fluorescence, 24 h; Potency, µM (highest dose often 56.7 µM), most hits filed as cytotoxic; actives 0.49% (n = 400,000); AID 651635; further: potency means the concentration at half of the fitted maximal effect; nearly all actives have a fitted effect of over 40% in size
Nrf2 block: inhibitors of Nrf2 signaling. A549 ARE-Fluc reporter, luciferase luminescence, 18-24 h. actives 2.1% (n = 360,000). Potency, µM (doses to about 46 µM), inactives show at the top dose activity change, negative = inhibition, most hits filed as inhibitors; further: potency means the concentration at half of the fitted maximal effect; on the % scale 0 is the no-effect control and ±100 the full control effect; nearly all actives have a fitted effect of over 60% in size
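A549 ARE_Fluc cells, 5000/well, 5% FBS OPTI-MEM; compounds in dose-response, 18-24 h at 37 °C/5% CO2; CellTiter-Fluor viability read (Ex 405/Em 525), then BugLite luciferase luminescence = Nrf2 activity.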
Active calls of the source: *; i = inactive; u = inconclusive; x = no result given; & = joins results of further samples; [ ] = remark or other dose. Unless noted, the call rests on the fitted dose curve; in most records, active means well fitted curve in the direction sought with a large enough effect; inconclusive means small, poorly fitted or top-dose-only effect, or another doubt; inactive means no such curve, though single readings can be large; an effect the other way counts as inactive or inconclusive.

SMILES	HepG2 viability	Mm-Cpn inhibitor	A549 tox	TGFb SMAD3 inh	CCT chaperon mod	pAkt inh	Nrf2 ARE act	S2 tox	Nrf2 block
CCN(CC)CCN(C(=O)/C=C/c1cccs1)c1nc2ccc(OC)cc2s1	7%	x	-12%	-11%	-2.4	x	0.0%	i	u
Cc1ccc(S(=O)(=O)N(C)C)cc1NC(=O)COC(=O)c1ccc(Cl)cc1	-1%	-3%	2%	7%	-2.4	i	0.7%	i	3%
Cc1cc(C)nc(Oc2ccc(Br)cc2)n1	1%	1%	4%	-19%	-1.5	i	3.5%	i	-7%
CCN(CC)C(=O)CSc1nc2cc(S(=O)(=O)N3CCOCC3)ccc2n1CC	-4%	1%	0%	0%	-2.9	i	-0.7%	i	-7%
CS(=O)(=O)Nc1nnc(SCC(=O)Nc2cccc([N+](=O)[O-])c2)s1	5%	1%	-1%	-5%	-2.1	i	-0.3%	i	-3%
COc1ccc(OC)c(NC(=O)c2nnn(CC(=O)Nc3ccc(C(C)C)cc3)c2N)c1	-59%	x	-14%	u	x	x	-0.1%	x	u
C[C@H]1CN(Cc2ccccc2)C(=O)[C@@H]1CC(=O)Nc1ccccc1	12%	x	x	1%	-1.3	i	0.4%	i	x
CCOC(=O)c1c(C)[nH]c(C(=O)OCC(=O)Nc2ccc(OC)c(Cl)c2)c1C	-18%	0%	-2%	0%	-3.6	i	-0.4%	i	u
Cc1ccc(S(=O)(=O)NC(Cc2c[nH]c3ccccc23)C(=O)O)cc1 (stereo unspecified)	17%	x	-2%	-27%	-2.7	i	0.2%	i	-14%
O=C(CCSCc1ccc(Cl)cc1)NCCc1ccccc1	-7%&27%	-5%	1%&13%	-14%&-15%	-1.7	i	0.9%&0.3%	i	-2%
COc1ccc(N(C)S(=O)(=O)c2cccc(C(=O)Nc3ccc4c(c3)OCCO4)c2)cc1	-10%	-1%	2%	-1%	0.2	i	3.4%	i	-27%
O=C(NCc1nnc(SCC(=O)N2CCN(c3ccccc3)CC2)o1)c1ccccc1	6%	3%	-4%	2%	1.8	i	0.0%	i	6%
CC(c1nc2ccccc2o1)N1C(=O)c2ccccc2C1=O (stereo unspecified)	-5%	2%	-3%	0%	-0.5	i	-0.6%	i	-4%
CCOC(=O)c1cccc(NS(=O)(=O)c2c(C)[nH]c(=O)[nH]c2=O)c1	-3%	-2%	5%	11%	-1.0	i	0.1%	i	11%
COc1ccccc1C(=O)N1[C@@H](C(C)C)COc2cc(Br)ccc2S1(=O)=O	-34%	x	-1%	u	1.2	i	0.2%	i	-27%
N=c1c(C(=O)NCC2CCCO2)cc2c(=O)n3ccccc3nc2n1CCCO (stereo unspecified)	-9%	x	u	-1%	x	x	-0.7%	x	8%
Cc1cccc(N2CN=C3SCC(=O)N3C2)c1	22%	2%	3%	-11%	-1.3	i	-0.5%	i	9%
O=C(c1ccccc1Cc1ccccc1)N1CCN(S(=O)(=O)c2ccccc2F)CC1	2%	u	7%	1%	0.5	i	0.6%	i	1%
Cc1ccc(/C=N/NC(=O)c2nc3nc(C)cc(C)n3n2)cc1	-3%	2%	15%	u	-5.3	i	0.0%[9.22 µM]	i	18%
COC1(C2=NCCN2)COc2ccccc2O1 (stereo unspecified)	-1%	0%	-1%	15%	-2.0	i	0.0%	i	-1%

Molecules shown so far that contain an aryl methoxy group (five):
SMILES	HepG2 viability	Mm-Cpn inhibitor	A549 tox	TGFb SMAD3 inh	CCT chaperon mod	pAkt inh	Nrf2 ARE act	S2 tox	Nrf2 block
CCN(CC)CCN(C(=O)/C=C/c1cccs1)c1nc2ccc(OC)cc2s1	7%	x	-12%	-11%	-2.4	x	0.0%	i	u
COc1ccc(OC)c(NC(=O)c2nnn(CC(=O)Nc3ccc(C(C)C)cc3)c2N)c1	-59%	x	-14%	u	x	x	-0.1%	x	u
CCOC(=O)c1c(C)[nH]c(C(=O)OCC(=O)Nc2ccc(OC)c(Cl)c2)c1C	-18%	0%	-2%	0%	-3.6	i	-0.4%	i	u
COc1ccc(N(C)S(=O)(=O)c2cccc(C(=O)Nc3ccc4c(c3)OCCO4)c2)cc1	-10%	-1%	2%	-1%	0.2	i	3.4%	i	-27%
COc1ccccc1C(=O)N1[C@@H](C(C)C)COc2cc(Br)ccc2S1(=O)=O	-34%	x	-1%	u	1.2	i	0.2%	i	-27%

Next part.
SMILES	HepG2 viability	Mm-Cpn inhibitor	A549 tox	TGFb SMAD3 inh	CCT chaperon mod	pAkt inh	Nrf2 ARE act	S2 tox	Nrf2 block
COc1cccc(CN2CCN(c3cccc(C(F)(F)F)c3)CC2)c1OC	-42%	5%	3%	u	-0.8	i	0.0%	i	u
O=C(CSc1nncs1)NCc1ccc(F)cc1	8%	0%	-7%	0%	-1.3	i	0.1%	i	-1%
CCOc1ccc(CCNC(=O)c2cccc(NC3=NC4CS(=O)(=O)CC4S3)c2)cc1OCC (stereo unspecified)	-3%	0%	3%	1%	1.5	i	0.4%	i	19%
COc1ccc(C)cc1NC(=O)C(Sc1nnc2ccccn12)c1ccccc1 (stereo unspecified)	-2%	7%	5%	-17%	0.1	i	3.7%	i	-5%
O=C(NC(NCc1ccccc1)C(Cl)(Cl)Cl)c1cccnc1 (stereo unspecified)	-10%	0%	-11%	2%	-3.3	i	-0.6%	i	-25%
COCCN(C(=S)Nc1ccc(OC)cc1)C1CCN(C(C)C)CC1	5%	0%	-4%	-4%	3.0	i	2.7%	i	19%
Cc1ccc(-n2nc(CO)c(C(=O)NCCO)n2)cc1	-8%	x	-6%	-5%	x	x	3.5%	x	u
O=C(O)CCn1c(=S)oc2ccccc21	4%	-2%	-7%	1%	0.5	i	-0.7%	i	3%
CC(=O)NC(=S)Nc1ccc(-c2nc3ccc(C)cc3s2)cc1	1%	-6%	2%	2%	-2.5	i	-0.8%	u	u
O=C(Nc1ccc(F)cc1F)c1cccc(S(=O)(=O)N2CCCCC2)c1	2%	2%	6%	0%	-2.1	i	-0.2%	i	-23%
Cc1cc(C)c(NC(=O)COC(=O)Cc2ccsc2)c(C)c1	-18%	-1%	2%	-1%	-0.7	i	0.2%	i	1%
CC1CC(C)CN(C(=O)CNC(=O)c2sc3ccccc3c2Cl)C1 (stereo unspecified)	-26%	-4%	5%	u	2.1	i	0.6%	i	-82%
O=C(NCCCN1CCOCC1)c1ccc(/C=C2\Oc3ccccc3N(Cc3ccccc3F)C2=O)cc1	-87%	0%	-4%	3%	-0.5	i	-0.8%	u	16%
Cc1cc(C)n2c(SCc3c(C)noc3C)nnc2n1	3%	-1%	-1%	-14%	-1.6	i	0.3%	i	6%
CCC(=O)c1ccc(OCC(O)Cn2nc(C)c(Br)c2C)cc1 (stereo unspecified)	-27%	1%	-4%	-23%	-0.2	i	2.3%	i	2%
COc1ccccc1C(=O)Nc1nc(C)cc(C)n1	-14%	x	-5%	-2%	-1.3	i	-0.6%	i	-7%
Cc1ccc2c(Sc3ccc(Cl)cc3)c(C(=O)N3CCCCC3)[nH]c2c1	-109%	x	-2%	u	x	x	-0.2%	u	0%
O=C(NCc1cccs1)N[C@@H](Cc1ccccc1)C(=O)O	5%	0%	0%	-9%	0.2	i	0.1%	i	-19%
O=C(NCc1ccco1)C1CCCN(c2nnc(-n3cccc3)s2)C1 (stereo unspecified)	-8%	-3%	0%	-2%	1.4	i	13%	i	-3%
COCCN(CC(=O)Nc1cccc(C)c1C)C(=O)c1ccc(S(=O)(=O)N2CCOCC2)cc1	3%	1%	1%	0%	1.0	i	-0.1%	i	17%
Cc1cccc(NC(=O)c2nc[nH]c2C(=O)NC2CCN(C(=O)OC(C)(C)C)CC2)c1	-2%	1%	-2%	-16%	-0.1	i	1.5%	i	u
Cc1nc(SCC(=O)NNC(=O)c2ccc(F)cc2)c2ccccc2n1	-33%	-17%	-1%	-11%	-4.0	i	17%	i	-12%
Cn1c(=O)c2c(-c3ccccc3Br)n(Cc3ccccc3)cc2n(C)c1=O	-15%	x	-9%	u	x	x	5.2%	u	-17%
O=C(NC(=S)Nc1nc(-c2ccccc2)cs1)c1cccnc1	-2%	-3%	-2%	-2%	1.6	i	16%	i	19%
O=C(COC(=O)C1CC1)c1c[nH]c2ccccc12	7%	0%	2%	-4%	2.9	x	3.2%	i	x
COc1ccc(Cc2nnc(NS(C)(=O)=O)s2)cc1	-1%	0%	-2%	-5%	0.0	i	-0.1%	i	3%
CN(C)CCCN(C(=O)c1ccc([N+](=O)[O-])s1)c1nc2cc3c(cc2s1)OCCO3	-64%	-3%	-1%	u	0.0	i	0.1%	u	11%
CC(=O)Nc1ccccc1OCc1nnc(-c2cccs2)o1	-6%	-1%	-1%	29%	-4.7	i	u	i	6%
Cc1ccc2c(c1)NC(=O)c1cccnc1O2	-17%	x	-5%	x	x	x	-0.1%	x	3%
c1ccc(C[C@H]2CN=C(Nc3ccccc3)N2CCCC2CCCCC2)cc1	-36%	1%	u	4%	-1.2	i	-0.6%	i	0%
O=C(C1CCCN(c2ncnc3c2nc2n3CCCCC2)C1)N1CCN(c2ccc(Cl)cc2)CC1 (stereo unspecified)	-2%	2%	u	u	0.5	i	-1.7%	u	u
Cc1cc(C)c(S(=O)(=O)Nc2ccc(-c3ccc(N4CCCCC4)nn3)cc2)cc1C	-18%	x	u	-7%	x	x	3.9%	i	x
O=C(c1cc(-c2cccs2)on1)N1CCCc2ccccc21	-16%	2%	6%	15%	0.6	i	u	i	27%
CCOC(=O)C1CCN(C(=O)COC(=O)/C=C/c2ccccc2)CC1	0%	-1%	3%	4%	-3.3	i	14%	i	1%
CCN(CC)CC(C)OC(=O)c1ccccc1Cl (stereo unspecified)	15%	1%	0%	0%	-3.5	i	-0.4%	i	4%
